HDAC3 inh – human HDAC3 inhibition | hit rate 0.15% among 320,000 | AID 2718 | inhibition, % at 8.3 µM | O15379 | recombinant HDAC3, fluorogenic peptide/trypsin coupled, fluorescence; in the data active = inhibition above about 26%, passing the limit was not always enough; inconclusive = no clear call, values can overlap the other calls
KCNK3 block – human KCNK3 channel inhibition, primary screen; O14649; AID 602410; hit rate 0.84% among 340,000; CHO-KCNK3 thallium flux, FluxOR fluorescence; active compounds read low; B-score at 10 µM;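 active = B-score under library mean minus 4 SD, starting fluorescence ratio at most library mean plus 5 SD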;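 note: more negative B-score means stronger inhibition of thallium flux through KCNK3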
Target sequence (O14649 whole entry, looked up): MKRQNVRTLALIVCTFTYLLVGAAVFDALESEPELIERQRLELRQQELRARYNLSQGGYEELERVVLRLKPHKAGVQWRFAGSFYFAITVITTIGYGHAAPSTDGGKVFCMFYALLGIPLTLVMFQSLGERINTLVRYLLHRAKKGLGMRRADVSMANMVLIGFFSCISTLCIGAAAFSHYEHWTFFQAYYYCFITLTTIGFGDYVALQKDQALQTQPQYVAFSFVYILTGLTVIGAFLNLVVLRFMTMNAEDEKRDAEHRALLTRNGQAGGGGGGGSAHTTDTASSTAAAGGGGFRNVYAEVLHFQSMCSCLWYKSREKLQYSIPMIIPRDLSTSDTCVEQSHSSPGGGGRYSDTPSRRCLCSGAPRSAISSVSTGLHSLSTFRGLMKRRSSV
TMEM16A act – mouse TMEM16A channel activation, primary screen. Q8BHY3. B-score at 10 µM. HEK293 TMEM16A/YFP-H148Q/I152L, iodide quench fluorescence; active compounds read low. hit rate 0.3% among 340,000. AID 623877;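 active = fluorescence-ratio B-score plate-corrected deviation score at least 3 library SD below zero, with starting fluorescence score within 5 deviations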;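 note: channel opened by trigger with iodide after compound preincubation; score built on the fluorescence ratio of max minus min over baseline; more negative score means more quench and so TMEM16A activation or potentiation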
KCNK9 block – inhibitors of human KCNK9 two-pore domain potassium channel; HEK293 KCNK9, FluxOR thallium flux fluorescence; active compounds read low; B-score at 10 µM; hit rate 1.2% among 310,000;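 active = ratio B-score over 3 SD below the library mean, with starting fluorescence within 5 SD of its mean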;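 note: negative B-score means less thallium flux so channel inhibition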
RGS4 pot – RGS4 potentiation or activation; hit rate 0.92% among 310,000; B-score at 10 µM; HEK293 M3R/inducible RGS4, carbachol calcium flux Fluo4; active compounds read low;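 active = B-score of the integrated calcium signal more than 4 SD below the library mean, with starting fluorescence not abnormally high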;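 note: negative B-score means reduced calcium response which marks RGS4 activation or potentiation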
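Reagent: ECmax carbachol challenge; Test system: M3R-expressing HEK293 line, RGS4 induced by doxycycline; Schedule: overnight RGS4 induction, 30 min dye load 37 °C, 20 min compound RT; Detection: calcium dye Fluo4 fluorescence; Read-out: Agonist-evoked peak-minus-minimum fluorescence over baseline, integrated ratio, B score.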
RGS4 block – inhibitors of human RGS4. P49798. HEK293 M3R/RGS4 inducible, Fluo-4 calcium flux; active compounds read high; triggered by carbachol at its EC20. B-score at 10 µM. AID 463165. hit rate 0.45% among 310,000;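 active = B-score, a plate-corrected calcium signal, over three deviations above library mean, with baseline fluorescence within five deviations of library mean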;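 note: RGS4 expression induced by doxycycline in cells with stable M3 receptor; B-score is computed from the integrated fluorescence ratio over baseline after carbachol; higher B-score means a larger calcium signal and so more RGS4 inhibition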
SKKanGAS inh – SKKanGAS growth inhibition | S. pyogenes SKKanGAS, kanamycin growth, BacTiter-Glo, 6 h | hit rate 1.3% among 300,000 | inhibition, % at 7.5 µM;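 active = mean replicate score, as percent of positive control median, at least 50; inconclusive = mean below 50 but one replicate at or above 50; inactive = mean and every replicate below 50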;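 note: strain carries kanamycin resistance gene driven by streptokinase promoter and grows in 40 µg/ml kanamycin; loss of luminescence reflects streptokinase promoter inhibition or plain growth inhibition; 0% = median of DMSO wells and 100% = positive control at its reference dose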
KCNQ1 inh – blocks the human KCNQ1 potassium channel | P51787 | CHO-K1 KCNQ1, FluxOR thallium flux fluorescence; active compounds read high | B-score at 10 µM | hit rate 1.3% among 310,000 | AID 2642;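 active = compounds whose thallium flux B-score, printed positive for inhibition, exceeds three library SD while starting fluorescence stays within three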;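 note: channel opened by potassium depolarization with thallium stimulus after 20 min compound exposure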
Target sequence (P51787 whole entry, looked up): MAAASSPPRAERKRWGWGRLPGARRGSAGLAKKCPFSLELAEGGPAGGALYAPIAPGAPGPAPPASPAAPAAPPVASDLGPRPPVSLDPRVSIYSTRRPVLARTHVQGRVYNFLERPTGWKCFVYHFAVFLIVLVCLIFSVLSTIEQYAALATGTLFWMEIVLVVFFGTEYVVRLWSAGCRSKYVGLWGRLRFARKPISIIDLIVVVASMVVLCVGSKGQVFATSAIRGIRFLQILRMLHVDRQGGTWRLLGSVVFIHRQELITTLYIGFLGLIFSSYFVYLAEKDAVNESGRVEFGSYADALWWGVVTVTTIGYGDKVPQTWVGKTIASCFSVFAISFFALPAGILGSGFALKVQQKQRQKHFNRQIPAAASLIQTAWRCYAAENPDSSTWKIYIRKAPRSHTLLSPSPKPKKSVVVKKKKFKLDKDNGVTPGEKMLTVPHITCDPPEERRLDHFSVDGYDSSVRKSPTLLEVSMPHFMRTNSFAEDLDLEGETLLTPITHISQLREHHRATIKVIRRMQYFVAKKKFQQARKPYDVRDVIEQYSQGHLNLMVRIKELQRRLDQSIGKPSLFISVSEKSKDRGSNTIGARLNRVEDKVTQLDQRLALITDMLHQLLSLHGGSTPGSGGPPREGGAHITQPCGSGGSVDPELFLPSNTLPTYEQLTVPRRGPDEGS
ANO1 block – blocks the mouse calcium-activated chloride channel TMEM16A; normalized B-score (activity score, 25-100; higher = stronger inhibition) at 10 µM; HEK293 TMEM16A/YFP iodide influx fluorescence, ionomycin; Q8BHY3; hit rate 1.2% among 310,000;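 active = ratio plate-corrected score three or more library SD toward inhibition, starting fluorescence score within five deviations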;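 note: score derived from kinetic fluorescence span divided by baseline fluorescence per well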
hERG protect – shields human hERG channel from block by proarrhythmic agents | Q12809 | CHO-hERG, FluxOR thallium flux, dofetilide IC70 present | activation (rescue from dofetilide block), less the hit threshold, % at 10 µM | hit rate 0.51% among 310,000 | AID 1511;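 active = activation above the mean of controls blocked by dofetilide plus 5 SD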;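 note: thallium influx through hERG after potassium depolarization seen as dye fluorescence rise; in these data hits start at about 4.7%; inactives centre near -7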
KCNQ1 pot – potentiators or activators of human KCNQ1 potassium channel; P51787; CHO-K1 KCNQ1, thallium flux FluxOR fluorescence; active compounds read high; B-score at 10 µM; hit rate 0.35% among 310,000; AID 2648;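 active = fluorescence ratio B-score, a plate-corrected score, at least three library SD, with initial intensity B-score within 5 SD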
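System: Stable KCNQ1 CHO-K1 line | Incubation: 90 min dye loading and 20 min compound exposure, both at room temperature | Measure: Ratio B score | Medium: Assay buffer for compound exposure, DMSO matched across wells | Compound dosing: Single-concentration screen | Probe or stimulus: K+/Tl+ depolarizing stimulus | Measured by: Kinetic FluxOR fluorescence, 10 s baseline plus 110 s post-stimulus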
* = called active by the depositor; i = inactive; u = inconclusive; x = no result given.

SMILES	HDAC3 inh	KCNK3 block	TMEM16A act	KCNK9 block	RGS4 pot	RGS4 block	SKKanGAS inh	KCNQ1 inh	ANO1 block	hERG protect	KCNQ1 pot
Cn1c(C(=O)Nc2ccc3c(c2)OCO3)cc2c(=O)n(C)c3ccccc3c21	-7	i	-6.8*	i	i	i	-7	i	i	-4	i
CCOC(=O)N1CCN(C(=O)c2cc(-n3cnnc3)ccc2Cl)CC1	-4	i	i	i	i	i	-13	i	i	-6	i
O=C(O)c1cccnc1SCc1cn2cc(Br)ccc2n1	3	i	i	i	i	i	12	i	i	-11	i
CN1CCN(CC(=O)Nc2ccccc2Oc2ccccc2)CC1	-1	i	i	i	i	i	4	i	i	-9	i
CCn1c(Cc2ccccc2)nnc1SCc1cccc(C(=O)O)c1	-2	i	i	i	i	i	7	i	i	-7	i
CNC(=O)c1cc(Nc2nnc(-c3ccc(O)cc3)c3ccccc23)ccc1OC	2	i	i	i	i	i	36	i	i	-12	i
Cc1ccc(N2C(=O)SC(Cc3ccccc3)C2=O)cc1 (stereo not drawn)	1	i	i	i	i	i	6	i	i	-4	i
O=C(N/N=C/c1ccc(N2CCOCC2)cc1)C1COc2ccccc2O1 (stereo not drawn)	-9	i	i	i	i	i	-7	i	i	-18	i
COc1cccc(NC(=O)C2CC(=O)N(Cc3ccc(C)cc3)C2)c1 (stereo not drawn)	0	i	i	i	i	i	-3	i	i	-10	i
COC(=O)c1sc2nc(SCc3ccccc3C#N)n(N)c(=O)c2c1C	0	i	i	i	i	i	36	i	i	-3	i
O=C(CCSc1ccccc1Cl)NNC(=O)c1ccncc1	-2	i	i	i	i	i	-10	i	i	-5	i
Nc1ccc(C(=O)N/N=C\C=C\c2ccc([N+](=O)[O-])cc2)cc1	-4	i	i	i	i	i	16	i	i	-3	i
COc1ccc(S(=O)(=O)N2CCCCCC2)cc1C(=O)N(C)CC(=O)Nc1c(Cl)cccc1Cl	-1	i	i	i	i	i	-3	i	i	-18	i
Cc1cccc(C)c1NC1=NC(C)(C)N=C(N)N1	-3	i	i	i	i	i	-5	i	i	-2	i
CC(C)Cn1c(N)c(C(=O)COC(=O)c2ccncc2)c(=O)n(C)c1=O	1	i	i	i	i	i	-3	i	i	-1	i
C/C(=N\Nc1nncc2ccccc12)c1ccc(OCC(=O)N(C)C)cc1	0	i	i	i	i	i	5	i	i	-6	i
O=C(Nc1cccn2ncnc12)C(F)(F)F	1	i	i	i	i	i	-8	i	i	-3	i
O=C(N1CCOCC1)N1CCN(S(=O)(=O)c2ccc(F)cc2)CC1	-5	i	i	i	i	i	6	i	i	-10	i
CC(=O)c1ccc(NC(=O)C2CCCN(S(=O)(=O)c3cccc4nonc34)C2)cc1 (stereo not drawn)	-6	i	i	i	i	i	14	i	i	-12	i
CCn1c(SCc2ccccc2)nc2c1c(=O)[nH]c(=O)n2C	8	i	i	i	i	i	9	i	i	-9	i
COc1ccc([N+](=O)[O-])cc1NC(=O)CSc1nncn1-c1ccccc1	-1	i	i	i	i	i	0	i	i	-3	i
COC(=O)c1ccc(COc2ccccc2/C=N/NS(=O)(=O)c2ccccc2)cc1	-1	i	i	i	i	i	8	i	i	-6	i
Cc1onc(-c2c(Cl)cccc2Cl)c1C(=O)N1CCc2ccccc2C1	-7	i	i	i	i	i	4	i	i	-11	i
O=C(c1ccccc1)c1c[nH]c2cc3c(cc2c1=O)OCCO3	7	i	i	i	i	i	3	i	i	-6	i
Cc1ccc(NC(=O)c2ccc(NCc3ccc(F)cc3)nc2)cc1	9	i	i	i	i	i	-6	i	i	-5	i
CCn1cc(CN2CCCC(C(=O)c3ccc(-c4ccccc4)c(F)c3)C2)cn1 (stereo not drawn)	-4	i	i	i	i	i	11	i	i	-15	i
CCOC(=O)c1[nH]c2cc(OC)c(OC)cc2c1NC(=O)CCN1CCSCC1	-24	i	i	i	i	i	0	i	i	-6	i
O=C(O)CN1C(=O)NC2(CCCc3ccccc32)C1=O (stereo not drawn)	3	i	i	i	i	i	-3	i	i	-5	i
CN1C(=O)CSc2ccc(NC(=O)NCc3ccco3)cc21	1	i	i	i	i	i	-1	i	i	2	i
Cc1c(-n2cc(C(=O)c3ccccc3O)cc(C#N)c2=O)c(=O)n(-c2ccccc2)n1C	-1	i	i	i	i	i	2	i	i	-2	i
OCCN(Cc1ccccc1)C(=S)NC1CCCCC1	3	i	i	i	i	i	2	i	i	-1	i
CC(C)Cc1nc(N2CCN(C(=O)c3ccco3)CC2)c(C#N)c2c1CCCC2	-3	-10*	i	-16*	i	i	14	11*	25*	-9	i
Cc1csc(CN(C)C(=O)c2cn(Cc3cccc4ccccc34)nn2)n1	0	i	i	i	i	i	5	i	i	-17	i
Cc1cc(C)n(CC(=O)NCc2cc(-c3nn(C)c(=O)c4ccccc34)ccc2C)n1	-4	i	i	i	i	i	-1	i	i	-8	i
O=C(N/N=C/c1cc(Br)c(Br)o1)c1cc2ccccc2o1	-19	i	i	i	i	i	0	i	i	-7	i
Cc1ccc2nc(-c3ccc(-c4ccccn4)s3)cn2c1	8	i	i	i	i	i	3	i	i	-2	i

A second format for 4 compounds above:
| Molecule | HDAC3 inh | KCNK3 block | TMEM16A act | KCNK9 block | RGS4 pot | RGS4 block | SKKanGAS inh | KCNQ1 inh | ANO1 block | hERG protect | KCNQ1 pot |
| --- | --- | --- | --- | --- | --- | --- | --- | --- | --- | --- | --- |
| OCCN(Cc1ccccc1)C(=S)NC1CCCCC1 | 3 | i | i | i | i | i | 2 | i | i | -1 | i |
| Cc1ccc2nc(-c3ccc(-c4ccccn4)s3)cn2c1 | 8 | i | i | i | i | i | 3 | i | i | -2 | i |
| CCOC(=O)c1[nH]c2cc(OC)c(OC)cc2c1NC(=O)CCN1CCSCC1 | -24 | i | i | i | i | i | 0 | i | i | -6 | i |
| CCn1cc(CN2CCCC(C(=O)c3ccc(-c4ccccc4)c(F)c3)C2)cn1 (stereo not drawn) | -4 | i | i | i | i | i | 11 | i | i | -15 | i |

Remaining list, next part
SMILES	HDAC3 inh	KCNK3 block	TMEM16A act	KCNK9 block	RGS4 pot	RGS4 block	SKKanGAS inh	KCNQ1 inh	ANO1 block	hERG protect	KCNQ1 pot
CCCCCCOc1ccc(C(CC(=O)O)C(N)=O)cc1 (stereo not drawn)	0	i	i	i	i	i	8	i	i	-2	i
CC(O)(C#CCN1CCOCC1)c1ccccc1 (stereo not drawn)	x	i	i	i	i	i	1	i	x	-5	i
CN(C(=O)c1cc(C(=O)N(C)c2ccccc2)cc([N+](=O)[O-])c1)c1ccccc1	-8	i	i	i	i	i	0	i	i	-6	i
COc1cc(Cl)c(NS(=O)(=O)c2c(C(=O)N3CCCC3)c(C)n(C)c2C)c(OC)c1	u	i	i	i	i	i	5	i	i	-6	i
CN(Cc1ccccc1)Cc1nc2c(c(=O)n(C)c(=O)n2C)n1Cc1ccc(F)cc1	-3	i	i	i	i	i	4	i	i	-10	i
C=CCOc1ccc(/C=N/n2nnnc2N)cc1OC	-5	i	i	i	i	i	0	i	i	-3	i
CCOC(=O)C1CCN(c2ccc(C(N)=O)cc2[N+](=O)[O-])CC1	5	i	i	i	i	i	5	i	i	-2	i
N=c1n(CCCOc2ccc(Br)cc2)c2ccccc2n1CC(N)=O	x	i	i	i	i	i	1	i	i	-8	i
COc1cccc(C(=O)N2CCN(c3ncccn3)CC2)c1	2	i	i	i	i	i	-11	i	i	-8	i
COCCCN(C(=O)CCOc1ccccc1C)c1c(N)n(Cc2ccccc2)c(=O)[nH]c1=O	4	i	i	i	i	i	5	i	i	-21	i
CC(C)c1cc(N=NC(N)=O)cc(C(C)C)c1O	1	i	i	i	i	i	1	i	i	-18	i
COc1ccccc1CCC(=O)Nc1cccc(S(=O)(=O)N2CCOCC2)c1	-5	i	i	i	i	i	32	i	i	-12	i

Whole records from above. Order of screens: HDAC3 inh	KCNK3 block	TMEM16A act	KCNK9 block	RGS4 pot	RGS4 block	SKKanGAS inh	KCNQ1 inh	ANO1 block	hERG protect	KCNQ1 pot
Entry for Cc1ccc(N2C(=O)SC(Cc3ccccc3)C2=O)cc1 (stereo not drawn) : 1	i	i	i	i	i	6	i	i	-4	i
Entry for CN(C(=O)c1cc(C(=O)N(C)c2ccccc2)cc([N+](=O)[O-])c1)c1ccccc1 : -8	i	i	i	i	i	0	i	i	-6	i

Next section
SMILES	HDAC3 inh	KCNK3 block	TMEM16A act	KCNK9 block	RGS4 pot	RGS4 block	SKKanGAS inh	KCNQ1 inh	ANO1 block	hERG protect	KCNQ1 pot
COc1cccc(N2CCN(C(=O)c3cc4c(s3)-c3ccccc3OC4)CC2)c1	5	i	i	i	i	i	13	i	i	-12	i
Cc1ccccc1OC(C)C(=O)Nc1ccc2c(c1)OCO2 (stereo not drawn)	5	i	i	i	i	i	-7	i	i	-9	i
CC(=O)Nc1ccc(S(=O)(=O)N(C)C2CCN(C)CC2)cc1	-6	i	i	i	i	i	-2	i	i	-5	i
CC(C)(C)NC(=O)COC(=O)c1ccccc1C(=O)c1ccccc1	4	i	i	i	i	i	-2	i	i	-18	i
O=S(=O)(/C=C/c1cccc(Br)c1)N1CCOCC1	-1	i	i	i	i	i	-2	i	i	-3	i
Cc1csc(NC(=O)c2ccc(S(=O)(=O)N3CCN(C)CC3)cc2)n1	0	i	i	i	i	i	1	i	i	-11	i
CCCCCC(=O)Nc1cccc(C2=NOC3(C2)C[C@@H](C(N)=O)N(C(=O)c2ccc(Cl)cc2)C3)c1 (stereo partly drawn)	9	i	i	i	i	i	1	i	i	-13	i

Screening data from PubChem.

Outcome played no part in choosing rows, and some 6.3% of all compounds hit somewhere here.
